Screening results from PubChem.
STEP block = STEP phosphatase inhibitors, primary screen, biochemical, fluorescence intensity, uHTS. Tyrosine-protein phosphatase non-receptor type 5 (Homo sapiens), P54829. recombinant STEP, OMFP fluorogenic substrate. inhibition, % at 20 µM. 360,000 tested, 0.25% active;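 active = inhibition at 20 µM, scaled per plate between control wells, above about 37%, limit read from the data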;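 also: 0% = DMSO with enzyme and substrate and 100% = substrate only without enzyme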
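Assay system: isolated STEP enzyme / Timing: 20 min at room temperature, dark / Doses: 20 µM, 1% DMSO / Technique: fluorescence intensity, excitation 480 nm, emission 540 nm / Reagent: fluorogenic phosphatase substrate OMFP at 25 µM final / Measure: percent inhibition scaled to no-enzyme and uninhibited-enzyme controls, plate-pattern corrected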
NadD block = inhibitors of S. aureus NadD, primary screen, biochemical, colorimetric, uHTS. Nicotinate-nucleotide adenylyltransferase NadD (Staphylococcus aureus N315). purified NadD enzyme, colorimetric absorbance read-out. inhibition, % at 20 µM. 360,000 tested, 0.78% active; in the data active = inhibition above about 26%; also: some compounds past the cut are filed as inactive
Scp1 inh = Scp-1 phosphatase inhibitors, primary screen, biochemical, colorimetric, uHTS. Carboxy-terminal domain RNA polymerase II polypeptide A small phosphatase 1 (Homo …. Recombinant Scp1, phosphopeptide, malachite green phosphate absorbance. inhibition, % at 20 µM. 340,000 tested, 0.88% active. AID 493091, 2011;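 active = inhibition above about 50% at 20 µM, limit read from the data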;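 also: plate controls were DMSO wells with enzyme for no effect and wells lacking enzyme for full effect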
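Test system: SCP-1 phosphatase catalytic domain, residues 76-261 | Compound dosing: One concentration, 20 µM, with 1.0% DMSO | Schedule: 45 min room-temperature reaction, 5 min colour, 30 min stabiliser | Detection: Absorbance at 630 nm | Read-out basis: % inhibition of SCP-1 phosphate liberation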
LMPTP block = LMPTP phosphatase inhibitors, primary screen, biochemical, fluorescence intensity, uHTS; 360,000 tested, 0.22% active; recombinant LMPTP-A, OMFP fluorogenic substrate; Low molecular weight phosphotyrosine protein phosphatase (Homo sapiens), P24666; inhibition, % at 20 µM;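 active = compounds that cut the enzyme signal by at least half of the control window in the single-dose screen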;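 also: plate controls were DMSO wells with enzyme plus substrate for no effect and substrate without enzyme for full effect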
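Test system – LMPTP-A phosphatase enzyme · Quantity – 0.625 nM LMPTP-A final · Reagent – OMFP substrate, 400 µM final · Dosing – one test concentration per compound, 20 µM, with 3% DMSO overall · Timing – 50 min enzyme reaction at room temperature, protected from light · Detection – fluorescence intensity · Controls – substrate-only low control, DMSO enzyme-plus-substrate high control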
CSN deneddyl inh = inhibitors of CSN-mediated cullin deneddylation, primary screen, biochemical, fluorescence polarization, uHTS. Purified CSN, SCF-Nedd8-OG deneddylation. inhibition, % at 12.5 µM. 360,000 tested, 0.38% active;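 active = pattern-corrected inhibition above about 35%, with an unprinted fluorescence ratio check between 0.5 and 1.5, limit read from the data, passing the limit was not always enough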;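 also: 0% = enzyme with substrate and 100% = substrate without enzyme; some results filed as inactive read as strong as hits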
Target sequence (Q92905 whole entry, looked up, one chain of several): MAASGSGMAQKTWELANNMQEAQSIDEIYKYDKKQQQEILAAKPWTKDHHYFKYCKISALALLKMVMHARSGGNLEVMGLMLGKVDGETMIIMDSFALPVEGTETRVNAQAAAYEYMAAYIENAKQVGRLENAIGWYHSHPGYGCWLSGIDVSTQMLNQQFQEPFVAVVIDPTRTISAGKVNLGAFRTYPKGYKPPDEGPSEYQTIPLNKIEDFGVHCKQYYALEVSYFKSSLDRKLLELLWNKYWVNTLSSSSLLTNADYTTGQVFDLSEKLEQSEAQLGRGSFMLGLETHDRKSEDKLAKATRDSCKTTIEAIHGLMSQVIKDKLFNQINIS
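Detection – fluorescence polarization · System – HEK293T-derived human Csn5 enzyme · Controls – substrate-only high control, full reaction low control · Timing – 90 min, room temperature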
TbMetRS inhib = T. brucei MetRS inhibitors, primary screen, biochemical, luminescence; purified T. brucei MetRS, ATP depletion, Kinase-Glo luminescence; 360,000 tested, 0.4% active; inhibition, % at 11.9 µM; methionyl-tRNA synthetase (Trypanosoma brucei brucei);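 active = inhibition above a per-plate cutoff of the control wells' mean inhibition plus 3 SD, cut at about 5.5% in these data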;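 also: 0% = DMSO wells median and 100% = median of wells with control inhibitor compound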
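Measured by: Kinase-Glo luciferase luminescence reporting remaining unconsumed ATP. Material: purified T. brucei MetRS enzyme. Doses: 11.9 µM compound single dose, 0.9% DMSO. Medium: HEPES buffer containing pyrophosphatase, BSA, spermine, DTT. Times: 15 min preincubation, 2 h reaction, all 25 °C. Reagent: methionine, ATP and bulk E. coli tRNA.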
MLLE-PAM2 inh = inhibitors of PABP1 MLLE–PAM2 peptide binding, primary screen, biochemical, fluorescence polarization, FITC-PAM2, GST-MLLE; inhibition, % at 20 µM; Polyadenylate-binding protein 1 (Homo sapiens), P11940; 360,000 tested, 0.36% active; AID 588489, 2011; in the data active = inhibition above about 35%, passing the limit was not always enough;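 also: plate controls were DMSO wells with GST-MLLE for no effect and wells lacking GST-MLLE protein for full effect; some results filed as inactive read as strong as hits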
Target sequence (P11940 whole entry, looked up): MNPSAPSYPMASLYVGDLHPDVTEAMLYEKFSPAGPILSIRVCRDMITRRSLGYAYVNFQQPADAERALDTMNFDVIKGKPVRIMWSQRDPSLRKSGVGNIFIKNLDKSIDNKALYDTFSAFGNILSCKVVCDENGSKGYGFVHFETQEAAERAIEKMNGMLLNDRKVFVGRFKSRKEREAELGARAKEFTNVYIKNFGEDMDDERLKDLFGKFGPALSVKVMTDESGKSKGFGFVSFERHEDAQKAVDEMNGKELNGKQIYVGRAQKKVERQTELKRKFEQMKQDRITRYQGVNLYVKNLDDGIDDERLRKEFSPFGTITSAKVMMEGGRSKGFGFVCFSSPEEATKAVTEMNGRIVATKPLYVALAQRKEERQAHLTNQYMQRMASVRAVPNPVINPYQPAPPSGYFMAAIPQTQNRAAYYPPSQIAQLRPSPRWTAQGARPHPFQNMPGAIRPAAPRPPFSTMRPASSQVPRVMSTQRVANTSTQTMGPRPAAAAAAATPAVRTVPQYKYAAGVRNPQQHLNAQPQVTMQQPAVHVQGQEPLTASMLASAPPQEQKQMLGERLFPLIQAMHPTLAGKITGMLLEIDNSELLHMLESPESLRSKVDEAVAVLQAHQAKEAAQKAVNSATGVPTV
SUMO1-SIM PPI = modulators of SUMO1 protein-protein interactions, primary screen, biochemical, uHTS; AID 602429, 2012; inhibition, % at 20 µM; SUMO1 binding to a labelled peptide, TR-FRET, 1 h; 360,000 tested, 0.33% active; in the data active = inhibition above about 37%
Target sequence (P63165 whole entry, looked up): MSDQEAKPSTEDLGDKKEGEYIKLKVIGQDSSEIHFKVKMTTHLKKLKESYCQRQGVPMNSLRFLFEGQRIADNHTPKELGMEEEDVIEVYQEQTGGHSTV
Rpn11 block = Rpn11 (PSMD14) deubiquitinase inhibitors, primary screen, biochemical, fluorescence polarization, uHTS | AID 588493, 2011 | human 26S proteasome, Ub4-pepOG fluorescence polarization; 20S core pre-blocked with epoxomicin | 360,000 tested, 0.59% active | calls only at 20 µM | 26S proteasome non-ATPase regulatory subunit 14 (Homo sapiens), O00487;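 active = inhibition at 20 µM, scaled to each plate's controls, above about 33%, limit read from the data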
DNMT1 block = human DNMT1 methyltransferase inhibitors, primary screen, biochemical, molecular beacon, fluorescence, HinP1I cleavage, uHTS; inhibition (reported as % activation of signal), % at 10 µM; 360,000 tested, 0.83% active; DNA (cytosine-5)-methyltransferase 1 (Homo sapiens), P26358; AID 588458, 2011; in the data active = inhibition above about 50%
* = called active by the depositor; i = inactive; · = not tested or not shown.

SMILES | STEP block | NadD block | Scp1 inh | LMPTP block | CSN deneddyl inh | TbMetRS inhib | MLLE-PAM2 inh | SUMO1-SIM PPI | Rpn11 block | DNMT1 block
Cc1nn(C)c(C)c1S(=O)(=O)N1CCC(CO)(Cc2ccc(Cl)cc2)CC1 | -2 | -17 | -11 | -0.9 | -1 | 0.3 | -4 | 0 | i | -4
COc1ccc(C/C(=N\O)c2ccc(OC)cc2)cc1 | -1 | -3 | -11 | -0.3 | 3 | -0.4 | -1 | 1 | i | -5
N#Cc1ccc(OCC(=O)Nc2ccc(S(=O)(=O)N3CCOCC3)cc2)cc1 | 0 | 6 | -10 | -0.4 | 0 | -0.1 | 6 | -5 | i | 1
CC(=C/C(=O)O)/C(=C/c1ccccc1)C(=O)O | 3 | -3 | 1 | -1.5 | 3 | -1.1 | 1 | -1 | i | 2
CC(=O)c1cccc(OCc2cc(C(=O)N3CCC(N4CCCCC4)CC3)no2)c1 | 0 | 0 | -5 | 8.0 | 3 | -0.6 | -13 | 8 | i | -5
CN(/N=C/c1ccccc1Cl)c1ncc(Cl)cc1C(F)(F)F | 4 | 1 | -17 | 3.0 | 4 | 0.7 | 7 | 5 | i | -4
CC(=O)Nc1ccc(NC(=O)C23CC4CC(C2)CC(n2cnc(Br)n2)(C4)C3)cc1 | 13 | -1 | -7 | -1.3 | -1 | 0.3 | 7 | 0 | i | -1
Cc1nn(C(C)c2n[nH]c(=S)n2-c2ccc(F)cc2)c(C)c1[N+](=O)[O-] (centres undefined) | -1 | -2 | 0 | 0.4 | 5 | -0.8 | -37 | 0 | i | 2
COc1cc(CC(=O)OCC(=O)Nc2ccc3c(c2)OCO3)cc(OC)c1OC | -4 | -5 | -12 | 0.2 | 1 | 0.2 | 3 | 2 | i | -10
CC(C)(C)C(=O)c1c(N)[nH]c(C(=O)c2ccccc2)c1-c1ccc(Br)cc1 | · | 0 | · | -1.1 | -3 | -0.6 | · | 4 | · | ·
CC(OC(=O)C1CCC(=O)N1)C(=O)Nc1cc(Cl)cc(Cl)c1 (centres undefined) | 0 | -1 | -1 | -1.5 | -8 | 0.7 | -5 | 2 | i | 0
Cc1nc(SC(C)C(=O)NCc2ccc3c(c2)OCO3)nc(C)c1C (centres undefined) | -2 | -6 | 3 | -0.6 | -2 | -0.1 | 15 | 0 | i | -6
CCN(C(=O)COC(=O)CC1CCCCC1)c1c(N)n(Cc2ccccc2)c(=O)[nH]c1=O | -2 | -4 | -6 | -2.4 | 3 | -0.2 | -3 | 5 | i | 12
COc1cc(C(=O)NCCC(=O)NC2CCCCCCC2)cc(OC)c1OC | -4 | -1 | 2 | 0.2 | -6 | 0.7 | 6 | 3 | i | 1
CCOc1ccc(-n2c(Cc3cc(=O)[nH]c(=O)[nH]3)nnc2SCC(N)=O)cc1 | 0 | 0 | -1 | -1.4 | 2 | -1.1 | 25 | -3 | i | 5
CCOC(=O)Cc1c(C)nc(N)[nH]c1=O | 0 | -9 | -6 | -0.6 | -3 | -1.1 | 17 | 0 | i | 5
COCCn1c(SCC(=O)NC2CCCCC2C)nnc1-c1ccncc1 (centres undefined) | 3 | 1 | -7 | -0.4 | -2 | -0.5 | 0 | 1 | i | -1
O=C(Cc1cccc(NC(=O)C2CCCN(C(=O)c3ccccc3)C2)c1)Nc1ccc(C(=O)N2CCCCC2)cc1 (centres undefined) | 0 | 5 | -4 | -0.5 | 0 | 0.3 | 9 | 1 | i | 2
CCCc1nn2c(=O)c(C(c3ccc(C)cc3)c3c(O)nc4sc(CCC)nn4c3=O)c(O)nc2s1 | 4 | 9 | -2 | -1.5 | 1 | -0.1 | -9 | 18 | i | 3
CC(=O)N1c2ccc(S(=O)(=O)N3CCC(C(=O)Nc4ncccc4C)CC3)cc2CC1C (centres undefined) | -2 | 2 | -4 | -0.6 | -4 | 0.2 | 4 | 6 | i | -1
COc1ccnc2c1c(=O)n(Cc1ccc(Cl)cc1)c(=O)n2C | 3 | -2 | -5 | -0.8 | -3 | -0.1 | -15 | 6 | i | -2
CCOc1ccc(NS(=O)(=O)c2ccc(C(=O)N3CCCC(C)C3)cc2)cc1 (centres undefined) | 2 | -5 | -7 | -0.5 | 2 | -0.3 | -4 | -2 | i | 0
Cn1c(SCC(=O)Nc2cc(S(=O)(=O)N3CCOCC3)ccc2N2CCOCC2)nnc1-c1ccncc1 | -3 | -6 | -6 | -1.1 | 5 | -0.1 | -21 | -1 | i | 2
Nc1nc(Cl)cc(N2CCC(c3cc(-c4ccc(Cl)cc4Cl)n[nH]3)CC2)n1 | -4 | 4 | 6 | 3.3 | 3 | 21* | 1 | 0 | i | -16
CNC(=O)NC(=O)CSc1nnc(-c2ccco2)n1Cc1ccccc1 | 4 | 7 | -2 | -0.1 | 2 | -0.7 | -12 | 0 | i | 1
CCOC(=O)Nc1ccc2c(c1)Nc1ccccc1S2 | 1 | 13 | -7 | 2.5 | -4 | -0.5 | 5 | -8 | i | -24
Cc1ccc(CNC(=O)C(NS(=O)(=O)c2ccc3nc(C)sc3c2)C(C)C)cc1 (centres undefined) | -2 | 4 | -12 | -0.3 | -2 | -0.1 | -5 | -3 | i | 0
COC(=O)CNC(=O)COC(=O)/C=C/c1ccccc1[N+](=O)[O-] | -4 | 0 | -3 | -0.5 | 4 | 0.6 | 5 | -11 | i | -2
COc1ccc(-c2nc3c(s2)CCc2onc(-c4ccc(OC)cc4)c2-3)cc1 | -1 | -10 | -11 | 3.3 | 2 | -0.1 | -6 | -4 | i | 1
O=C(NCc1ccccc1)C(c1ccccc1)N(Cc1cccs1)C(=O)c1cnccn1 (centres undefined) | 13 | -1 | -5 | -1.5 | -6 | -1.1 | 3 | -1 | i | -1
Oc1ccc(N=Nc2ccccc2C(F)(F)F)c2cccnc12 | 1 | 2 | -21 | 1.4 | 2 | 0.8 | 25 | -21 | i | 6
Cc1ccc(/C(O)=C2\C(=O)C(=O)N(CC(C)O)C2c2ccc(N(C)C)cc2)cc1 (centres undefined) | 0 | 1 | 0 | 1.6 | -2 | -0.1 | -12 | -2 | i | -2
CCC(=O)N1CCN(c2ccc(NC(=O)c3ccco3)cc2Cl)CC1 | 0 | 3 | -7 | -0.7 | -2 | -0.6 | -7 | 5 | i | 2
O=C(c1cccc(C(F)(F)F)c1)N1CCC(=O)N(C(CO)Cc2ccccc2)CC1 (centres undefined) | -2 | -1 | -8 | -0.5 | -4 | -0.2 | -4 | 3 | i | 2
O=C(CSc1nnc(CNC(=O)c2c(F)cccc2F)o1)c1ccccc1 | 26 | -2 | 4 | -3.1 | 6 | -0.8 | -12 | 2 | i | 0
CCOc1cccc(CNn2cnnc2)c1OCc1ccccc1 | -5 | -2 | -4 | -1.8 | -1 | -0.6 | 1 | -2 | i | -1
Cc1cccc(CSc2ccc(-c3ccco3)nn2)c1 | 2 | -1 | -6 | 0.4 | 2 | -0.5 | 17 | -7 | i | 0
CCn1c(/C=C/c2cc[n+](C)cc2)nc2ccccc21 | -3 | 6 | 102* | -0.5 | -2 | -1.0 | -11 | -34 | i | -6
Cn1c(CN2CCCC2)nc2cc(NS(=O)(=O)c3ccc(Cl)cc3)ccc21 | 6 | -1 | 1 | 0.8 | 1 | 0.7 | 10 | -1 | i | -2
CCCc1nc(N)nc2c1C(=O)CC(C)(C)C2 | -2 | -6 | -5 | -2.2 | -1 | -1.1 | 11 | 4 | i | -2
O=C(NC1CCCCC1)C1c2ccccc2OCC(=O)N1CCCN1CCOCC1 (centres undefined) | · | 5 | · | -1.6 | 5 | -0.5 | · | 6 | · | ·
CCOC(=O)c1c(C)[nH]c(C(=O)CSc2nnc(CC(C)c3ccccc3)o2)c1C (centres undefined) | 2 | -8 | -11 | -1.4 | 7 | -0.1 | -102 | -1 | i | 5
CCOC(=O)C1(C)CCN1C(=O)COc1ccccc1 (centres undefined) | -2 | 0 | · | -2.3 | 5 | -0.2 | 19 | -3 | i | 16
Cn1nccc1C(=O)N/N=C/c1cccnc1 | 0 | -6 | -8 | -2.2 | -2 | -0.6 | -2 | -4 | i | 2
COc1ccc(-n2nc(C)cc2N)cc1 | -2 | 0 | -3 | -0.4 | 5 | -0.8 | -1 | 0 | i | -1
CON(C)C(=O)CCN(C(=O)OC(C)(C)C)c1ccccc1 | 4 | -1 | 2 | -2.3 | -6 | 0.2 | 11 | 1 | i | 5
COC(=O)c1cc(=O)n(CCc2ccc(OC)c(OC)c2)c(=Nc2ccc(F)c(Cl)c2)s1 | -2 | -4 | -20 | 4.3 | 5 | -0.1 | 9 | 5 | i | -22
O=C(COc1ccc([N+](=O)[O-])cc1)N/N=C/c1cc([N+](=O)[O-])ccc1N1CCOCC1 | 1 | 9 | -8 | 1.5 | 2 | -0.1 | 5 | -22 | i | -1
O=C(Nc1ccc2c(c1)OCO2)C1CC(c2ccc(F)cc2)=NO1 (centres undefined) | -2 | 5 | -15 | 0.3 | -3 | -0.3 | 5 | 1 | i | -10
CCCCN(C)C(=O)c1sc(=O)n(Cc2cc(Cl)ccc2OC)c1C | -1 | -5 | · | -0.7 | -6 | -1.1 | 14 | 0 | i | -7

Reprinted at random: two compounds from above, in no set order.
SMILES | STEP block | NadD block | Scp1 inh | LMPTP block | CSN deneddyl inh | TbMetRS inhib | MLLE-PAM2 inh | SUMO1-SIM PPI | Rpn11 block | DNMT1 block
CON(C)C(=O)CCN(C(=O)OC(C)(C)C)c1ccccc1 | 4 | -1 | 2 | -2.3 | -6 | 0.2 | 11 | 1 | i | 5
O=C(Nc1ccc2c(c1)OCO2)C1CC(c2ccc(F)cc2)=NO1 (centres undefined) | -2 | 5 | -15 | 0.3 | -3 | -0.3 | 5 | 1 | i | -10

Compounds as they come. Share with any hit: about 3.6%.
